Source: PubChem
m-calpain inh: inhibitors of pig calpain II | purified calpain II, fluorogenic peptide substrate, 30 min | inhibition, % at 16 µM | hit rate 0.37% among 220,000;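 active means inhibition above about 50%, limit read from the data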
TNF death inh: TNF-alpha cell death inhibition in Jurkat FADD-/- cells | activation (protection from cell death), % at 10 µM | Jurkat FADD-/- TNF necroptosis rescue, ATP luminescence, 24 h; 0 = TNF only, 100 = no-TNF cells | AID 463075 | hit rate 0.068% among 220,000;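 active means activation, meaning protection from cell death, of at least 50% relative to plate controls; inactive means activation below 50%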;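 further: necroptosis triggered by 40 ng/mL TNF-alpha added together with compound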
eIF4E 4G PPI: inhibitors of eIF4E and eIF4G interaction in translation initiation | P63073+Q04637 | inhibition, % at 21.7 µM | hit rate 0.37% among 220,000 | TR-FRET eIF4E-eIF4GI(517-606) binding, 2 h;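 active means inhibition above about 30%, limit read from the data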;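 further: 0% = full FRET control wells and 100% = background wells lacking eIF4GI fragment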
Target sequence (P63073 whole entry, looked up, the tested form may be a part): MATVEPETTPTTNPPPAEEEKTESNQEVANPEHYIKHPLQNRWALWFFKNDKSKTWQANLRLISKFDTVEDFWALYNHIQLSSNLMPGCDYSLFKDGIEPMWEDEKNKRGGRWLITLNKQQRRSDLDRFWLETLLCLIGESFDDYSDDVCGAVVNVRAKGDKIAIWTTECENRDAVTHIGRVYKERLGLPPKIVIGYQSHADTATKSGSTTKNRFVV
Target sequence (Q04637 whole entry, looked up, the tested form may be a part): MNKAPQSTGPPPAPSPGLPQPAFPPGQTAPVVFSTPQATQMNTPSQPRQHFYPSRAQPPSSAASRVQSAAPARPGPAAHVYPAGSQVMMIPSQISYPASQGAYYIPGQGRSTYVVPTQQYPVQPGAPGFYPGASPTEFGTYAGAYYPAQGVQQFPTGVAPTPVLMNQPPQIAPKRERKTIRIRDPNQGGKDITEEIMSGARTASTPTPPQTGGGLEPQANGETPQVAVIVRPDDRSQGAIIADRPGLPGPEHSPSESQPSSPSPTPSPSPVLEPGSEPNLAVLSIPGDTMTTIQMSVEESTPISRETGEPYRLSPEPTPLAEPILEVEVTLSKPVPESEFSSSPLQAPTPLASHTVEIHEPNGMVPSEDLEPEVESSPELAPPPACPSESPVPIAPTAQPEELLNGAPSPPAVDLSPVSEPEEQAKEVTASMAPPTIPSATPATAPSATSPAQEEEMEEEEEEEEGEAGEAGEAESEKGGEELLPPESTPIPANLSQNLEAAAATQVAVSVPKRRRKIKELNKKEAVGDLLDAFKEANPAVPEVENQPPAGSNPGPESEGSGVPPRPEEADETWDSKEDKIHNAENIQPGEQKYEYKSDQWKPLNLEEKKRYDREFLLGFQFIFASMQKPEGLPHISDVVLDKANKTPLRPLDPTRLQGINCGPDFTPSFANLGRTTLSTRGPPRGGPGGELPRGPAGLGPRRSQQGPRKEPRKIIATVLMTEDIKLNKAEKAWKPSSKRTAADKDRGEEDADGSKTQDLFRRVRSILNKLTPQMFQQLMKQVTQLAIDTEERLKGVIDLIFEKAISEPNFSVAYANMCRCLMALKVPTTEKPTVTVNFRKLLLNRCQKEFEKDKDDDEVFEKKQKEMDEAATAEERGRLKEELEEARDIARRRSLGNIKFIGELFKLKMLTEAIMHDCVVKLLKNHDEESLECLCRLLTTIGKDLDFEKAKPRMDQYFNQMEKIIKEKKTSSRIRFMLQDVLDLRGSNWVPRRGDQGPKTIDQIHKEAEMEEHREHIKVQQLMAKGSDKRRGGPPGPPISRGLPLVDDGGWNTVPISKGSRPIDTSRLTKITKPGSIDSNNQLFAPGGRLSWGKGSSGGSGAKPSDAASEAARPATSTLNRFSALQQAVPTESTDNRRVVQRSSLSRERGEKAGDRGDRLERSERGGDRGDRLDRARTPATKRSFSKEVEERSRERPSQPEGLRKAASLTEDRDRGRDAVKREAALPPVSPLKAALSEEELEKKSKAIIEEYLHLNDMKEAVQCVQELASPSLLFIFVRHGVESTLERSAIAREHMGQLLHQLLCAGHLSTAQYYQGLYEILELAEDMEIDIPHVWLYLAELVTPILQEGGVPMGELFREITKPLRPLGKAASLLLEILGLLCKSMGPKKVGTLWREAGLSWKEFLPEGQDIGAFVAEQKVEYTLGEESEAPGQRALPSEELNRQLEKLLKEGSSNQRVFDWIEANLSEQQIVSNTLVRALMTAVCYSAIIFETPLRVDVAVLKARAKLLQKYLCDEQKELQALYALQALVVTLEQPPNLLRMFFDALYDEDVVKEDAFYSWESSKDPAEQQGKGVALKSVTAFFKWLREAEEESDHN
KCC2 mod: KCC2 (human) Cl- transport modulation; Q9H2X9; KCC2 cells, thallium flux FluoZin-2 fluorescence; B-score of Tl+ flux slope (higher = more flux/activation; lower = inhibition) at 10 µM; hit rate 2.2% among 190,000; AID 1456;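 active means thallium flux slope and its plate-corrected score both differing from the plate sample mean at a set confidence after two filtering rounds, in either direction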;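 further: slope of fluorescence scaled to starting intensity during 10 to 20 s after thallium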
PERK inh: inhibitors of human PERK kinase; Q9NZJ5; CHO PERK-DD fusion, SEAP luminescence translation reporter; inhibition, % at 5.6 µM; hit rate 0.17% among 220,000; AID 1416;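 active means inhibition above the mean inhibition of all tested compounds plus 3 SD, set separately per screening campaign, cut at about 2.9% in these data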;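 further: PERK kinase domain activated by AP20187 dimerizer at 100 nM; 0% = DMSO with dimerizer and 100% = rapamycin at 8.4 µM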
L929 necroptosis: L929 zVAD cell death inhibition. L929 zVAD necroptosis rescue, ATP luminescence, 24 h; with zVAD 60 µM. AID 1377. viability rescue, % at 10 µM. hit rate 0.38% among 220,000;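 active means activation, scaled between plate controls, above about 75%, limit read from the data; inactive means activation under that limit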;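 further: 0% = zVAD with DMSO and 100% = DMSO alone without zVAD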
EBV gp42 block: blocks Epstein-Barr virus glycoprotein 42 binding; AID 1085; Q1HVG2; hit rate 0.42% among 220,000; Fluorescence polarization binding assay, mP read-out; inhibition, % (tested at 21.74 µM); in the data active means inhibition above about 50%
Mdm2 ligase inh: Mdm2 E3 ligase (human) inhibition. hit rate 0.11% among 210,000. signal enhancement, % at 5 µM. AID 1230. cell-based MDM2 ubiquitination luciferase reporter, 2 h; 0 = plate control, 100 = twice control, blank-subtracted;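 active means signal enhancement of 30% or more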;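 further: luminescence tracks abundance of the self-degrading MDM2-luciferase fusion protein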
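Material: Stable MDM2–luciferase fusion reporter cells | Amount: 2000 cells seeded into each well | Dosing: One concentration, 5 µM, with 0.2% DMSO | Incubation: 4 h cell settling then 2 h compound exposure, 37 °C | Measured by: Luciferase luminescence | Read-out basis: % enhancement relative to plate controls after blank subtraction | Benchmarks: Control and blank well means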
Rad51 HR inh: Rad51 (human) homologous recombination inhibition | AID 1385 | hit rate 0.085% among 200,000 | inhibition, % at 10 µM | hRad51 DNA strand exchange, fluorescence dequenching;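 active means inhibition above 40% at the single screening dose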;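 further: 0% = DMSO control wells and 100% = blanks with heterologous ssDNA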
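Assay system: Human Rad51 nucleoprotein filaments preassembled on unlabelled ssDNA | Reagent: Donor/quencher-labelled 47-bp dsDNA substrate | Doses: One concentration, 10 µM final | Times: 37 °C 15-min filament assembly, 30-min compound preincubation, 15-min exchange | Technique: Fluorescein emission 520 nm, excitation 485 nm | Benchmarks: Plate control and blank wells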
An asterisk follows results filed as active; i = inactive; nt = not tested or not shown; [ ] = remark or other dose.

Values run as follows: m-calpain inh	TNF death inh	eIF4E 4G PPI	KCC2 mod	PERK inh	L929 necroptosis	EBV gp42 block	Mdm2 ligase inh	Rad51 HR inh
- CCOC(=O)/C(C#N)=C1/C=C(C)c2ccccc2N1
→ 0	-1.0	1	-0.51	-0.7	0.8	-1	-7	1
- Cc1ccc(NC(=O)CCSCCc2ccccn2)cc1
→ -13	-0.2	-4	-0.13	2.1	-0.8	-12	-10	nt
- CCCCn1c(=O)cc(O)c2ccccc21
→ -17	-0.5	-3	-1.6	0.2	-0.1	1	5	-2
- Cc1ccnc(NC(c2ccccn2)c2c(C)[nH]c3ccccc23)c1 (configuration not stated)
→ 4	-4.5	6	-0.71	1.8	5.8	4	-2	-88
- COc1cccc(OC)c1Oc1ccc(C(F)(F)F)cn1
→ -4	-1.7	6	-0.07	-0.6	-0.2	-13	-2	8
- CC(=O)n1cc([C@@H]2C=C(C(=O)NCc3ccccc3)O[C@H](OCCCCO)C2)c2ccccc21
→ -28	3.0	-4	-1.2	0.9	5.3	-4	nt	-5
- COc1ccc(C2=NOC3(CC(=O)N(c4ccc(C)cc4)C3=O)C2)cc1 (configuration not stated)
→ -28	0.7	-1	nt	0.9	0.6	-3	-6	nt
- COc1ccc(F)cc1S(=O)(=O)n1cc(C)nc1-c1ccccc1
→ nt	0.6	nt	0.88	0.4	0.4	nt	nt	7
- CN(C)C(=O)c1nc(C#N)c(N(C)C)o1
→ -21	1.4	4[fluorescence artefact?]	1.8	-1.5	3.2	-12	-9	7
- Cc1ccc(NC(=S)NC(NC(=O)N(C)C)C(Cl)(Cl)Cl)cc1 (configuration not stated)
→ 5	0.9	1[fluorescence artefact?]	-0.48	-0.3	1.2	9	-4	-3
- O=C(Cn1ncn2c(cc3ccccc32)c1=O)NCc1ccco1
→ -57	-2.8	13	0.53	-0.4	-0.1	22	-2	-3
- CCOC(OCC)P(=O)(c1ccccc1)c1ccccc1
→ -14	-2.6	2	0.2	0.1	-0.2	-19	-22	-9
- COc1cc(C)c(N)cc1C(C)C
→ 14	-0.2	-1	-0.15	0.8	-0.2	-16	-8	-7
- CCCSCCCNC(=O)Cn1cc2c(n1)CCCCC2
→ -27	-0.1	0	-0.2	-1.0	-0.7	-3	-15	-6
- CCc1ccc(C2C(C(C)=O)=C(C(=O)OC)Nc3nnnn32)cc1 (configuration not stated)
→ 4	-2.4	-6	-0.35	-0.4	0.4	-20	-19	-2
- CCCCN(CCCC)Cc1ccc(C(=O)NNC(=O)Nc2ccc(F)cc2)o1
→ -5	1.3	-1	-0.69	0.9	-0.6	-5	-17	12
- O=C(Nc1nccs1)[C@@H]1CCCN1C(=O)c1cccs1
→ -16	0.9	1	-0.53	0.6	1.2	-8	-12	8
- C=CCOc1nc(-c2ccncc2)nc2ccccc12
→ -17	-2.1	-12	-2.5	-1.1	-0.2	-8	-18	5
- COc1ccc2cc3cc(C(=O)NCCN4CCN(Cc5ccccc5)CC4)oc3nc2c1
→ i	-6.1	6	nt	-1.7	0.5	4	20	2
- Cc1ccc(OC(C)C(=O)N=Nc2c(O)[nH]c3ccc([N+](=O)[O-])cc23)cc1 (configuration not stated)
→ -60	-3.9	2	-1.7	1.7	1.3	-3	-21	nt
- COc1cc(C2CC(=O)OC3=C2C(=O)CC(C)(C)C3)cc(OC)c1OC (configuration not stated)
→ 6	-0.5	2	2.5	0.8	-0.3	9	-17	nt
- O=C1CCCN1CN(C(=O)c1ccc2c(c1)OCO2)c1cccc(Cl)c1
→ nt	-0.4	nt	0.01	-0.3	-0.3	nt	-23	-5
- CCOC(=O)CN1C(=O)C(O)(C2CCc3ccccc3C2=O)c2ccccc21 (configuration not stated)
→ 13	-1.0	-15	0.53	-0.7	0.2	-23	1	6
- FC(F)(F)c1ccc(Cl)c(NC(=S)N/N=C/c2ccccc2Cl)c1
→ 4	-4.0	2	5.4*	-1.3	0.8	-4	-11	2
- Cc1cccc(OCc2nnc(N)s2)c1
→ 5	-0.5	5	nt	1.4	0.0	-14	-4	4
- CC(C)(C)c1ccc(N2C(=O)CC(C/C=C/c3ccccc3)C2=O)cc1 (configuration not stated)
→ -19	2.5	1	0.019	1.6	1.4	-6	-9	-20
- CCC(C)(C)C1CCc2c(sc(NC(=O)c3ccccc3C(=O)O)c2C#N)C1 (configuration not stated)
→ 20	0.6	0	0.92	2.0	0.9	13	-9	1
- Cn1cccc1Cc1nnc(SCC(=O)NCC2CCCO2)n1CCc1ccccc1 (configuration not stated)
→ -5	-0.1	2	nt	0.4	0.0	-32	-9	-5
- CCOC(=O)N1CCN(C(=O)CNC(=O)c2nn(-c3ccc(OC)cc3)c(=O)c3ccccc23)CC1
→ -26	-5.6	1	-0.19	-1.5	0.7	-4	-14	3
- CCc1ccc(NC(=O)C(C)Nc2ccc(S(=O)(=O)NC(C)=O)cc2)cc1 (configuration not stated)
→ -6	2.0	-4	0.75	0.1	0.0	0	-10	0
- CC1CN(S(=O)(=O)N(C)C)CCN1S(=O)(=O)N(C)C (configuration not stated)
→ -22	-0.5	0	0.77	-0.6	-0.3	-10	-16	-1
- CC(C)(C)NS(=O)(=O)c1ccc(OCC(=O)Nc2ccc3c(c2)OCCO3)cc1
→ 27	1.5	3	1.1	-0.1	1.7	-14	-12	7
- O=c1cc(CO)[nH]cc1OCc1ccccc1
→ -13	-0.7	-1	nt	1.5	0.5	-10	-11	-4
- O=C(c1cc2ccccc2oc1=O)N(Cc1cccc(Br)c1)C1CCS(=O)(=O)C1 (configuration not stated)
→ -14	-0.2	5	-1.2	0.4	0.2	-6	6	1
- CCCc1cc2c(cc1NC(=O)c1ccc(Br)cc1)OCO2
→ 1	-2.3	-7	-0.16	0.6	0.5	-20	-5	1
- CCCCNC(=S)N1CCN(CC)CC1
→ 7	0.4	2	0.04	1.2	0.4	-16	nt	nt
- O=C(O)C(Cc1ccccc1)N1C(=O)/C(=C/C=C/c2ccco2)SC1=S (configuration not stated)
→ 35	-2.6	53*	-3.2	0.4	-1.1	-9	-3	-114
- Cc1ccc(S(=O)(=O)N2CCN(CC(=O)Nc3ccc(N4CCOCC4)cc3)CC2)cc1C
→ -10	1.1	8	0.33	-0.2	1.3	5	-12	-1
- O=C(COC(=O)/C=C/c1ccco1)NCc1ccccc1Cl
→ 0	3.9	0	-0.065	0.5	2.3	-10	-13	5
- CCCn1c2c(c(O)c(C(=O)Nc3nc4ccccc4s3)c1=O)CCCC2
→ 9	1.4	-1	-0.79	0.6	1.4	7	-5	6
- Cc1ccc(C(=O)NC(=S)Nc2ccc3[nH]c(=O)[nH]c3c2)cc1
→ 20	1.9	-4[fluorescence artefact?]	2.1	-0.2	5.9	-7	nt	nt
- CCOC(=O)c1[nH]c(C)c(C(=O)NC)c1C
→ -24	0.4	-1	0.89	1.6	0.4	12	-4	-1
- Cc1ccc(-n2nnnc2SCC(=O)N2CCN(C(=O)c3ccco3)CC2)c(C)c1
→ -28	-1.3	-3	0.023	-1.0	0.0	-3	4	0
- CCOC(=O)c1c(-c2ccccc2)nc2c(C)cccn12
→ -8	1.1	-2[fluorescence artefact?]	-0.52	0.9	-0.2	-25	-11	4
- CC(C)N1C(=S)N(Cc2ccco2)C(=O)C1CC(=O)Nc1ccccc1 (configuration not stated)
→ -22	0.7	2	-0.066	0.0	2.8	-16	-11	-5
- O=C(CC12CC3CC(CC(C3)C1)C2)NCc1ccco1
→ -12	0.2	-1	nt	0.1	1.4	-8	-14	13
- CC(C)(C)c1nnc(N/N=C/c2cc(Br)ccc2O)n(N)c1=O
→ 11	-9.2	0[fluorescence artefact?]	1.1	0.1	60	1	nt	nt
- CC1CCN(C(=S)c2ccc(O)cc2)CC1
→ 27	0.3	-4	1.6	1.1	-0.1	-16	-6	3
- CCSc1nnc(NC(=O)CSc2nnc(CNC(=O)c3ccc(OC)c(OC)c3)o2)s1
→ -4	0.3	11	1.3	0.5	0.6	-11	11	7
- CC1(C)CC2(CCCN3C(=O)CSC32)CCS1 (configuration not stated)
→ -9	-1.9	-11	nt	1.4	0.7	-18	1	nt
- COc1ccc(OC)c(Cc2nnc(CCC(=O)NCc3ccc(C)s3)o2)c1
→ -8	0.7	4	0.38	3.3*	3.9	-14	21	-1
- N#CCC(=O)NNC(=S)NC(=O)C(c1ccccc1)c1ccccc1
→ -78	1.7	0	-2.1	0.4	3.7	-11	-3	-11
- COc1ccc(C2C(C(=O)c3ccco3)=C(O)C(=O)N2CCOCCO)cc1OC (configuration not stated)
→ 18	-3.7	8	0.36	1.9	0.6	-8	-21	-4
- NC(=O)CN1CCN(C2CC(=O)N(CCc3ccccc3)C2=O)CC1 (configuration not stated)
→ -13	1.0	-1	-0.008	1.2	3.6	7	7	7
- Cc1ccccc1NC(=O)C(=O)NC(C)CCc1ccccc1 (configuration not stated)
→ 11	1.8	1	-1.3	0.6	0.4	-15	-4	12
- Cc1ccccc1C(OCCN(C)C)C1CCCCC1 (configuration not stated)
→ -4	4.3	-4	1.4	-0.1	-0.6	-26	-10	8
- Cc1ccc(C(=O)Nc2cnc3ccccn3c2=O)cc1
→ -32	-1.7	-7	-0.73	0.1	-0.8	-4	-14	-1
- CC(Oc1ccccc1)C(=O)Nc1cccc(F)c1 (configuration not stated)
→ 20	0.2	-7	0.7	1.8	-0.2	-8	-16	6
- CCOC(=O)c1c(NC(=O)/C=C/c2ccc3c(c2)OCO3)sc(C)c1CC
→ -8	-1.8	4	-0.64	-1.0	0.5	-20	-24	-1
- CSc1oc(-c2ccc(F)cc2)nc1S(=O)(=O)c1ccccc1
→ -6	1.2	0	0.84	0.5	-0.4	-6	nt	-5

The listing continues:
Values run as follows: m-calpain inh	TNF death inh	eIF4E 4G PPI	KCC2 mod	PERK inh	L929 necroptosis	EBV gp42 block	Mdm2 ligase inh	Rad51 HR inh
- Cc1c(NC(=O)c2ccc(C(C)(C)C)cc2)cccc1[N+](=O)[O-]
→ 19	2.4	13	1.2	0.4	0.3	4	2	-5
- Cc1ccc(C)c(NC(=S)/C(=C(\[O-])c2ccc(Cl)s2)[n+]2ccccc2)c1
→ -1	-0.3	-3	0.8	0.3	-0.4	-5	-16	5
- COc1ccccc1Nc1c2c(nc3ccc(N)cc13)CCCC2
→ 1	3.1	4	-1.7	-0.2	-0.4	-17	nt	9
- COC(=O)c1sccc1NC(=O)c1ccoc1C
→ 3	0.2	-2	nt	0.4	1.5	-4	-24	8
- COc1ccc(C)cc1-n1nnnc1SCc1cn2ccsc2n1
→ 8	-0.1	0	nt	-0.6	0.5	-11	-9	2

Record cards (already shown):
COc1ccc(C)cc1-n1nnnc1SCc1cn2ccsc2n1 in the list: m-calpain inh: 8; TNF death inh: -0.1; eIF4E 4G PPI: 0; KCC2 mod: nt; PERK inh: -0.6; L929 necroptosis: 0.5; EBV gp42 block: -11; Mdm2 ligase inh: -9; Rad51 HR inh: 2
COC(=O)c1sccc1NC(=O)c1ccoc1C in the list: m-calpain inh: 3; TNF death inh: 0.2; eIF4E 4G PPI: -2; KCC2 mod: nt; PERK inh: 0.4; L929 necroptosis: 1.5; EBV gp42 block: -4; Mdm2 ligase inh: -24; Rad51 HR inh: 8
